Abeta yeast res – restores growth of yeast expressing A-beta42 peptide | AID 1347071 | 0.063% of 410,000 active | Potency, µM (doses to about 46.1 µM), without a hit: at the highest dose growth rescue, most hits filed as activators | yeast expressing A-beta42, growth rescue, OD600, 48 h; response scale: 0% DMSO, 100% iron-clioquinol control; further: potency means the concentration at half of the fitted maximal effect; nearly all actives have a fitted effect of over 55% in size
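Growth rescue measured by 600 nm absorbance after 48 h yeast culture at 30 C with compound. Values normalized between DMSO and an equimolar ferric chloride plus clioquinol control.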
TDP43 rescue – inhibitors of TDP-43 toxicity in yeast; TDP-43 expressing yeast growth rescue, BacTiter-Glo, 24 h; Potency, µM (titrated, usually from 46.1 µM), for the others: top-dose growth rescue (activation), actives largely listed as activators; 1.8% of 410,000 active; AID 652104; further: potency means the concentration at half of the fitted maximal effect; % of control where 0% means no effect; nearly all actives have a fitted effect of over 50% in size
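Readout is BacTiter-Glo luminescence of cell growth, so inhibitors register as activators. TDP-43-expressing yeast at OD600=0.02 in galactose medium, after raffinose pregrowth to mid-log, were incubated with compound for 24 hr at 30 deg C.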
HEK293 tox – cytotoxicity counter-screen for GLP-1 receptor inverse agonists; HEK293 cAMP-luciferase reporter cells, luminescence, 24 h; Potency, µM (series often up to 38.3 µM), for inactives: at the highest dose activity change, negative = inhibition, actives largely listed as inhibitors; 0.13% of 410,000 active;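 further: loss of luciferase light is scored as toxicity; potency means the concentration at half of the fitted maximal effect; on the % scale 0 is the no-effect control and ±100 the full control effect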
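MLSMR compounds, 24 hr on cells at 37 deg C/5% CO2; luminescence after luciferase reagent (12 min RT). Inhibition counted as the undesired cytotoxic outcome.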
PTHR1 agonist – activates the human parathyroid hormone receptor PTHR1; Q03431; HEK293 GP2 PTHR1 cells, GloSensor cAMP luminescence, 1 h; Potency, µM (doses to about 115 µM), inactives show at the highest dose activation, usual class: activators; 0.075% of 410,000 active; further: potency means the concentration at half of the fitted maximal effect; nearly all actives have a fitted effect of over 55% in size; some results filed as inactive show a strong effect at the top dose; inactives centre near -15; many of its hits are not listed in these tables
Target sequence (Q03431 whole entry, looked up): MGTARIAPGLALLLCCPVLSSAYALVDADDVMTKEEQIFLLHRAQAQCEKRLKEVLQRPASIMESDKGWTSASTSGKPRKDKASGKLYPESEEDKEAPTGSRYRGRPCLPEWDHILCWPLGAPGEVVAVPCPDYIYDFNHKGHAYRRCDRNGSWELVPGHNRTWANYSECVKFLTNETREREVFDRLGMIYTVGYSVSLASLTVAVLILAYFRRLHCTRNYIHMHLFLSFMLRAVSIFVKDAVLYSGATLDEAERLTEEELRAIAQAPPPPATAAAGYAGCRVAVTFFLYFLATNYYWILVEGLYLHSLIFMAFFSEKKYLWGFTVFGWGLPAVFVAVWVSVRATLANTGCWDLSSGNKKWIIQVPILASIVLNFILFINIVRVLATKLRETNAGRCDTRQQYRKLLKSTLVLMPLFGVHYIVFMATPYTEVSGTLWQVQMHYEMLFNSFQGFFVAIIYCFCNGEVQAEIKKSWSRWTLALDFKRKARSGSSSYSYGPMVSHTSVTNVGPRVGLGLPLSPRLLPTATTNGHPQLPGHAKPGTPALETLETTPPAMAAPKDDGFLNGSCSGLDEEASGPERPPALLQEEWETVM
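HEK-293-derived GP2 cells expressing PTHR1 and a GloSensor cAMP reporter, 3,000/well, plated overnight, given luciferin plus IBMX (each 0.5 mM as added) for 1 h at 37 °C, then compound for 1 h at 37 °C. Luminescence was read after 15 min at room temperature.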
aSyn rescue – inhibitors of alpha-synuclein toxicity in yeast; Potency, µM (highest dose often 46.1 µM), for the others: at the top dose growth rescue (activation), usual class: activators; Yeast expressing alpha-synuclein, growth rescue, BacTiter-Glo, 24 h; AID 652106; 0.14% of 370,000 active; further: potency means the concentration at half of the fitted maximal effect; % of control where 0% means no effect; nearly all actives have a fitted effect of over 65% in size
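Readout is rescue of growth in alpha-synuclein-expressing yeast, so inhibitors of toxicity appear as activators. Growth after 24 hr at 30 deg C in galactose medium is quantified by luminescence.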
GLP-1R inv ag – GLP-1 receptor (human) inverse agonism. P43220. Potency, µM (titrated, usually from 38.3 µM), for inactives: at the highest dose activity change, negative = inhibition, actives largely listed as inhibitors. AID 624417. 1.6% of 410,000 active. HEK293 GLP-1R CRE-luciferase, luminescence, 24 h; GLP-1R form is constitutively active; further: potency means the concentration at half of the fitted maximal effect; on the % scale 0 is the no-effect control and ±100 the full control effect; nearly all actives have a fitted effect of over 55% in size
Target sequence (P43220 whole entry, looked up): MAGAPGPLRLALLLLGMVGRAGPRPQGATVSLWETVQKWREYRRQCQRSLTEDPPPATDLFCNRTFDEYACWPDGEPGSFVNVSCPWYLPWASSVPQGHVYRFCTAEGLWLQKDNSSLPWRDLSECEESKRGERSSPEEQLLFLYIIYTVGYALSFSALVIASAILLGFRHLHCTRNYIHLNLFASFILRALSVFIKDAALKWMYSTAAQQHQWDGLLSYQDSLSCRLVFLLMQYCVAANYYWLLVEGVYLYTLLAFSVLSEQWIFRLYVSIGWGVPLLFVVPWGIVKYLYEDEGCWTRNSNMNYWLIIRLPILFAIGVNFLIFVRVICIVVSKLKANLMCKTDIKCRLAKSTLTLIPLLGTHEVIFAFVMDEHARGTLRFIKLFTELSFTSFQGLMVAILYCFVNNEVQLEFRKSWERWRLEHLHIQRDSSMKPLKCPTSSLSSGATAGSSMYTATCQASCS
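Using stably transfected HEK293 (constitutively active GLP-1R, cAMP-luciferase reporter), compounds were incubated 24 hr and luciferase measured by luminescence.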
pAkt inh – Akt phosphorylation inhibition; Neuro2A IGF-stimulated pAkt S473 HTRF, 20 min; active compounds read low; activity change, % for hits at 50 µM; 0.32% of 360,000 active; AID 651550; in the data active means activity change below about -80%; inconclusive means mostly about -51% to -80%; further: on the % scale 0 is the no-effect control and ±100 the full control effect
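Single-point screen (50 µM final compound) in Neuro2A cells stimulated 20 min with 6 nM IGF at 37 deg C. After lysis, Ser473-phosphorylated Akt read by HTRF (ex 330 nm, em 615/665 nm) as the 665/615 ratio.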
FUS suppressor – FUS proteinopathy suppression in yeast; AID 1347120; Potency, µM (titrated, usually from 76.6 µM), for the others: top-dose growth rescue (activation), usual class: activators; 0.24% of 390,000 active; S. cerevisiae FUS-expressing, growth rescue, OD600, 24 h;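 further: potency means the concentration at half of the fitted maximal effect; plate controls were DMSO vehicle for no effect and reference control for full effect; nearly all actives have a fitted effect of over 55% in size; some results filed as inactive show a strong effect at the top dose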
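Restored growth of FUS-toxic S. cerevisiae, read as 600 nm absorbance after 24 h at 30C in galactose medium (starting OD 0.005). Controls CP55940 and DMSO.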
Mm-Cpn inhibitor – inhibitors of Methanococcus maripaludis chaperonin (MmCpn) | purified Mm-Cpn ATPase, ADP Transcreener TR-FRET | Potency, µM (top dose mostly 76.9 µM), for inactives: at the highest dose activity, negative = inhibition, usual class: inhibitors | 0.031% of 330,000 active; further: potency means the concentration at half of the fitted maximal effect; on the % scale 0 is the no-effect control and ±100 the full control effect; nearly all actives have a fitted effect of over 80% in size
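Compound-treated chaperonin, 25 nM final, turns over 10 uM ATP at 37°C for 30 min following a 10 min preincubation; ADP generated competes with ADP-d2 for Eu-cryptate antibody, lowering FRET.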
Numbers without * were called inactive; i = inactive; ? = inconclusive; . = not tested or not shown; & = joins results of further samples; [ ] = dose if it differs, or a comment. Unless noted, the call rests on the fitted dose curve; in most records, active means well fitted curve in the direction sought with a large enough effect; inconclusive means small, poorly fitted or top-dose-only effect, or another doubt; inactive means no such curve, though single readings can be large; an effect the other way counts as inactive or inconclusive. Not all compounds are listed; count on the stated rates, not on these rows.

SMILES | Abeta yeast res | TDP43 rescue | HEK293 tox | PTHR1 agonist | aSyn rescue | GLP-1R inv ag | pAkt inh | FUS suppressor | Mm-Cpn inhibitor
Cc1onc(-c2ccccc2Cl)c1C(=O)Oc1cc(F)cc(F)c1 | 1% | 25% | -3% | -56%[inhibitor] | . | 0% | . | 13% | .
COc1cc(S(=O)(=O)N2CCCCC2)ccc1NC(C)=O | 14% | -7% | -3% | -46%[inhibitor][57.5 µM] | 0% | 1% | i | 27% | 0%
CCC(=O)Nc1ccc(-c2nn3c(C)nnc3s2)cc1C | 8% | -19% | 11% | -44%[inhibitor][57.5 µM] | -2% | 43%[activator] | i | 11% | -3%
COc1ccccc1CNC(=O)c1cccc(S(=O)(=O)N2CCN(C)CC2)c1 | -7% | 19% | -1% | i | -2% | 33% | i | -7% | 1%
CC(=O)NC1(C(F)(F)F)C(=O)NC(C)=C1C#N (stereo not drawn) | -3% | -17% | 5% | i | -6% | 8% | i | 15% | -1%
COc1cc2nn(-c3ccccc3N)nc2cc1OC | -23% | 27% | 0% | i | -1% | 113%[activator] | i | 10% | .
COc1cc(CC(=O)OCC(=O)Nc2ccc(Cl)c(S(=O)(=O)N(C)C)c2)cc(OC)c1OC | 13% | 1% | 8% | -88%[inhibitor] | -3% | 9% | i | 26% | 1%
CC1(C)CC(=O)C2=C(C1)OC1OC(=O)CC21C (stereo not drawn) | -8% | 4% | 0% | i | 3% | 6% | i | -25% | -6%
CCOC(=O)c1c(C)n(-c2ccccc2)c2ccc(OC(=O)c3ccccc3NC(=O)C(C)(C)C)cc12 | 6% | ? | ? | -47%[inhibitor] | . | ? | . | ? | .
O=C(CNC(=O)c1ccc(Cl)cc1Cl)OC1CCCCC1=O (stereo not drawn) | -4% | 3% | 18% | i | 3% | 27% | i | 15% | -2%
CCCn1ncc(CN2CCN(Cc3ccsc3)C(CCO)C2)c1C (stereo not drawn) | 3% | . | 8% | i | -9% | -2% | i | 16% | 3%
C/C(=N\OC(=O)c1ccccc1F)c1nccs1 | -15% | 29% | -7% | i | -12% | 2% | i | . | 1%
Cc1ccc(N2CC(NC(=O)c3ccccc3C(F)(F)F)CC2=O)cc1C (stereo not drawn) | 9% | 27% | 7% | i | . | 13% | . | -1% | .
O=C(c1nn(Cc2ccccc2)c(=O)c2ccccc12)N1CCN(C/C=C/c2ccccc2)CC1 | 19% | -4% | -18% | -12%[57.5 µM] | -1% | 7.9µM* | i | 21% | 0%
CN(C(=O)CN1C(=O)/C(=C/c2ccc(F)cc2)SC1=S)C1CCS(=O)(=O)C1 (stereo not drawn) | 9% | -6% | 5% | -14% | -2% | 3% | i | 1% | -1%
CCO[C@@H]1OC(C(=O)N2CCN(Cc3ccccc3)CC2)=C[C@H](C)[C@H]1CCCO | -5% | 14% | 3% | i | -6% | 4% | i | -13% | .
COc1ccc(NS(=O)(=O)c2cccc(C(=O)NCC(c3ccccc3OC)N3CCCC3)c2)cc1 (stereo not drawn) | 16% | 17% | -5% | i | 4% | ? | i | 1% | 1%
CCN(CC)c1nc2c(c(=O)[nH]c(=O)n2C)n1Cc1ccccc1 | 0% | 1% | -1% | -39%[inhibitor] | 1% | 61%[activator] | i | -14% | 0%
Cc1ccc(C(=O)Nc2cccc(-c3cnc4ccccc4n3)c2)cc1 | 8% | -3% | 9% | -10%[57.5 µM] | -9% | 1% | i | -5% | -1%
Cn1ncc([N+](=O)[O-])c1C(=O)N/N=C/c1c[nH]c2ccccc12 | 2% | 14% | 3% | -17% | 1% | 62%[activator] | i | -15% | 3%
S=C(NCc1ccccc1)NCC1COc2ccccc2O1 (stereo not drawn) | 26% | 7% | 6% | -1% | -10% | -19% | i | 23% | 0%
Cc1ccc(NC(=O)CSc2nnc(-c3ccccn3)n2N)c(Br)c1 | -6% | -7% | -13% | -21% | 0% | -1% | i | 11% | 0%
CCc1ccc(O)c(N=Cc2cccc(C)c2O)c1 | 2% | -14% | -31% | i | 1% | 139%[activator] | . | 27% | 1%
Cc1cc2nc(/C(C#N)=C/c3ccncc3)[nH]c2cc1C | -2% | -5% | 61%[activator] | -35%[inhibitor] | -3% | ? | i | 29% | 1%
Cc1ccccc1-c1nn(-c2ccc(F)cc2F)cc1CNC1CC1 | 0% | -6% | -6% | i | 3% | ? | i | 0% | -4%
Next compounds follow:
SMILES | Abeta yeast res | TDP43 rescue | HEK293 tox | PTHR1 agonist | aSyn rescue | GLP-1R inv ag | pAkt inh | FUS suppressor | Mm-Cpn inhibitor
CC(C)(C)c1nnc2sc(SCC(=O)c3cccs3)nn2c1=O | 11% | 22% | -2% | -31%[inhibitor] | -13% | -19% | i | 17% | -2%
CCOCCn1ccc2c(OCC(=O)Nc3ccccc3F)cccc2c1=O | 23% | 18% | 4% | -3% | -10% | 43%[activator] | i | 3% | 0%
O=S(=O)(c1ccc(Cl)nc1)N1CCC(Cc2ccccc2)CC1 | -22% | -4% | 3% | -43%[inhibitor] | 0%[1.84 µM] | 6% | i | -11% | -1%
CC(=O)NC(C)(c1ccccc1)c1nc(-c2cncnc2)cs1 (stereo not drawn) | 6% | 5% | -6% | -9% | -31%[inhibitor] | 16% | i | -21% | .
O=C(CC1c2ccccc2Oc2ccccc21)NCc1ccco1 | 14% | 29% | -8% | i | -5% | -25% | i | -2% | -1%
O=c1c2sc3nc(N4CCOCC4)c4c(c3c2nnn1Cc1ccccc1)CCCC4 | 13% | -6% | 13% | i | 18% | 12% | . | 24% | 0%
Cc1cc2ccccc2c(=O)n1CC(=O)NC1CCCCCC1 | 14% | 26% | -3% | -13% | 6% | -20% | i | 7% | -2%
CC1(C)CC(NC(=O)c2sc3cc(Cl)ccc3c2Cl)CC(C)(C)N1 | -16% | -17% | 17% | i | -7% | ? | i | 19% | -1%
O=C(Nc1ccccc1O)N1c2ccccc2Sc2ccccc21 | 2% | 3% | -4% | 19% | 2% | ? | i | 14% | -4%
CCOC(=O)c1ccc(Nc2cc(C)nc(C)c2C(=O)OCC)cc1 | -10% | -5% | -14% | -2%[57.5 µM] | -6% | ? | i | 10% | -1%
N#C/C(=N\Nc1cc(Cl)cc(Cl)c1)c1nnc2n1CCCCC2 | -1% | 26% | ? | i | -6% | ? | i | -8% | -1%
Cc1ccc(O)c(NC(=O)CCC2CCCCC2)c1 | 19% | 1% | -18% | i | -1% | ? | i | 2% | 2%
CCOc1cc(/C=C/C(=O)O)ccc1OCCOc1ccc(F)cc1 | 2% | 10% | -17% | i | 8% | 39% | i | -16% | -4%
CCCCC(=O)OCc1nc(N)nc(Nc2ccccc2C)n1 | -9% | 18% | 0% | i | 1% | 6% | i | 9% | 1%
Cc1cccc(Sc2ccc([N+](=O)[O-])cc2[N+](=O)[O-])n1 | -37%[inhibitor] | ? | -11% | -27% | -5% | ? | i | -2% | 2%
Cc1cc(C)cc(NC(=O)CC23CC4CC(C2)CC(n2nnc(C)n2)(C4)C3)c1 | 7% | -11% | -18% | -45% | 11% | 0% | i | . | 1%
Cc1ccc(CNC(=O)C2CCN(S(=O)(=O)c3c(C)noc3/C=C/c3cccs3)CC2)cc1 | -3% | 4% | -1% | -11% | . | -29% | . | 18% | .
Brc1ccc(N=Cc2ccccn2)cc1 | 6% | 17% | -12% | i | -1% | 8% | i | . | 0%
COc1ccccc1CN1CCC(CNS(=O)(=O)c2cc(-c3onc(C)c3C)ccc2OC)CC1 | -5%&-2% | -22%&2% | ? | i | -2% | ? | i | 25%&4% | -1%
Cc1ccc(Cc2ccccc2C(=O)O)cc1 | -1% | ? | -2% | i | 0% | 0% | i | . | .
COc1ccc(C(CCNCc2ccc(N(C)C)cc2)c2ccccc2OC)cc1 (stereo not drawn) | 4% | -15% | ? | -20% | -9% | 10µM* | i | 47% | -1%
CCN(CC)CCCNC(=O)c1nn(-c2ccc(OC)c(Cl)c2)c(=O)c2c1c1ccccc1n2C | -15% | 5% | 0% | i | . | 0% | . | 2% | .
CC(=O)Nc1nc(C(=O)O)cs1 | -14% | -20% | 6% | i | 2% | 21% | i | 8% | 2%
O=C(NCCCn1ccnc1)C(=O)NCC(c1ccco1)N1CCN(c2ccc(F)cc2)CC1 (stereo not drawn) | -7% | 0% | -5% | -13% | -5% | ? | i | 12% | -1%
COC(=O)C(CC(C(=O)OC)C(=O)OC)C(=O)OC | -6%[9.22 µM] | 4% | 3% | i | -2% | -9% | i | -51% | 0%
Cc1ccc(C(=O)OCc2nc3ccsc3c(=O)[nH]2)o1 | 16% | 6% | 7% | i | -7% | 21% | i | 9% | -2%
CCCOc1ccc(N2C(=O)CC(NCCc3ccc(S(N)(=O)=O)cc3)C2=O)cc1 (stereo not drawn) | 0% | -27% | 9% | -6%[57.5 µM] | 1% | 4% | i | 29% | 3%
O=C1[C@H]2[C@@H](c3ccc(F)cc3)N3C(=O)N(c4cccc(F)c4)C(=O)[C@@]3(Cc3ccc(Cl)cc3)[C@H]2C(=O)N1C1CCCCC1 | 31% | 0% | 10% | i | 0% | ? | i | 20% | 1%

Sorted by length of the SMILES (rising): some entries from above.
SMILES | Abeta yeast res | TDP43 rescue | HEK293 tox | PTHR1 agonist | aSyn rescue | GLP-1R inv ag | pAkt inh | FUS suppressor | Mm-Cpn inhibitor
O=C(CC1c2ccccc2Oc2ccccc21)NCc1ccco1 | 14% | 29% | -8% | i | -5% | -25% | i | -2% | -1%
CCOCCn1ccc2c(OCC(=O)Nc3ccccc3F)cccc2c1=O | 23% | 18% | 4% | -3% | -10% | 43%[activator] | i | 3% | 0%
Cc1cccc(Sc2ccc([N+](=O)[O-])cc2[N+](=O)[O-])n1 | -37%[inhibitor] | ? | -11% | -27% | -5% | ? | i | -2% | 2%
